Compound activity: PubChem BioAssay, NCI
All columns: NCI-60 one-dose screen, growth in % after 48 h at 10 µM unless noted; 100 = growth as untreated, 0 = no growth, -100 = all killed.
SF-539 – SF-539 CNS cancer; actives 6.8% (n = 81,000); AID 1794752
HCC-2998 – HCC-2998 colon cancer | actives 4.7% (n = 79,000) | AID 1794799
SNB-19 – SNB-19 CNS cancer cells | actives 2.5% (n = 81,000)
SF-268 – SF-268 CNS cancer cells. actives 3.1% (n = 82,000). AID 1794759
SF-295 – SF-295 CNS cancer cells; AID 1794758; actives 5.6% (n = 79,000)
KM12 – KM12 colon cancer cells; actives 5% (n = 82,000); AID 1794800
SW-620 – SW-620 colon cancer; actives 5.2% (n = 82,000); AID 1794795
HT29 – HT29 colon cancer; actives 7.4% (n = 81,000)
SNB-75 – SNB-75 CNS cancer; actives 5% (n = 79,000)
Numbers without * were called inactive; x = no result given; & = joins results of further samples. The calls were made as follows: active = growth percent below 10; inactive = the rest. Random draw from the library; 11% or so of the library scored in one or more.

SMILES	SF-539	HCC-2998	SNB-19	SF-268	SF-295	KM12	SW-620	HT29	SNB-75
COC(=O)c1ccc(NC(=O)CSc2nc(-c3ccc(F)cc3)nc3ccccc23)cc1	96.9	102.1	80.2	75.8	86.2	73.9	79.6	91.3	79.4
NCCCC(C(=O)O)(c1ccccc1)c1ccccc1	99.9	103.9	99.5	100.1	98.9	103.8	106.1	102.1	88.9
COc1ccc(C2c3c(c4ccccc4n(-c4ccccc4)c3=O)Nc3ncnn32)cc1 (configuration not stated)	101.3	101.8	105.8	103.2	134.4	111.1	104.4	99.2	114.5
NS(=O)(=O)c1ccc(CCn2c(SCC(=O)c3ccc(Cl)cc3)nc3ccccc3c2=O)cc1	94.2	87.7	101.9	100.4	102.5	101.9	102.9	102.3	90.2
Oc1ccc(Br)cc1C=Nc1n[nH]c(Nc2ccccc2)c1-c1nc2ccccc2s1	96.0	122.2	102.9	91.5	106.3	111.0	105.5	107.0	90.9
CCOc1ccccc1-n1c(CN2CCN(C(=O)COc3ccc(CNCCCCCCN4C5CCCC4CC(OC(=O)Nc4cc(C)ccc4OC)C5)cc3)CC2)nc2ccccc2c1=O (configuration not stated)	-92.8*	-87.7*	-89.9*	-77.1*	-92.6*	-87.2*	-86.8*	-85.6*	-99.2*
COc1ccc(NC(=O)Nc2cc(C(F)(F)F)cc(C(F)(F)F)c2)c(C(=O)O)c1	95.9	109.5	102.0	97.3	112.5	102.6	107.0	115.0	76.5
COc1ccc(C(C#N)N2CCCC2)cc1 (configuration not stated)	105.3	99.4	102.7	110.6	106.7	101.4	100.7	101.6	87.7
C=CCOC(=O)Oc1ccc(Cl)cc1	106.0	109.9	99.6	105.2	108.3	105.6	95.3	113.1	87.0
CC(C)CCC[C@@H](C)[C@H]1CC[C@H]2[C@@H]3CC[C@H]4C[C@@H](CCC=C(c5cc(Cl)c(O)c(C(=O)O)c5)c5cc(Cl)c(O)c(C(=O)O)c5)CC[C@]4(C)[C@H]3CC[C@]12C	102.9	111.1	113.4	114.8	96.6	129.0	144.1	114.3	35.1
O=C(NO)c1ccc(NCc2csc3ccccc23)cc1	70.3	73.5	69.5	68.8	x	66.9	61.5	79.2	56.0
CCOC(=O)C(C(=O)Cc1ccccc1)c1ccccc1 (configuration not stated)	100.5&97.3	95.8&98.5	97.6&102.5	103.1&110.2	96.5&101.0	105.5&107.9	97.1&102.3	114.5&114.6	88.5&95.4

Pulled by structure from above (2):
SMILES	SF-539	HCC-2998	SNB-19	SF-268	SF-295	KM12	SW-620	HT29	SNB-75
C=CCOC(=O)Oc1ccc(Cl)cc1	106.0	109.9	99.6	105.2	108.3	105.6	95.3	113.1	87.0
COC(=O)c1ccc(NC(=O)CSc2nc(-c3ccc(F)cc3)nc3ccccc23)cc1	96.9	102.1	80.2	75.8	86.2	73.9	79.6	91.3	79.4

(next part)
SMILES	SF-539	HCC-2998	SNB-19	SF-268	SF-295	KM12	SW-620	HT29	SNB-75
N#Cc1ncc(Br)c(N[C@@H]2C[C@H]3CC[C@@H]2C3)n1	96.4	104.7	99.8	89.8	95.9	106.2	110.5	108.6	89.2
COc1ccc(N2CCN(c3nc(-c4cc(OC)c(OC)c(OC)c4)nc4ccccc34)CC2)cc1	96.9	95.1	93.5	87.7	95.2	70.0	85.6	81.5	84.5
Cc1ccc(S(=O)(=O)c2nc(S(=O)(=O)c3ccc(C)cc3)c(N3CCC(O)CC3)s2)cc1	73.7	90.6	68.3	70.3	96.6	72.6	44.7	77.8	97.5
O=C1C(O)=CC(=C(c2ccccc2)c2ccccc2)c2ccccc21	103.7	106.6	87.1	88.4	78.1	79.7	105.5	114.3	76.5
Nc1ccc2c(c1)C1(CCC2)NC(=O)NC1=O (configuration not stated)	93.0	115.3	96.6	100.1	108.1	101.9	103.8	103.7	90.2
O=C1NCC(c2cc3ccc(Cl)cc3[nH]c2=O)Nc2ccccc21 (configuration not stated)	95.0	105.4	108.1	106.1	106.6	103.3	107.1	72.2	84.3
CC(C)(C)Nc1c(-c2ccc(-c3ccccc3)cc2)nc2cnccn12	85.7	98.3	83.7	99.0	78.8	87.4	103.1	67.5	95.3
O=C(Nc1nc2ccc([N+](=O)[O-])cc2s1)Nc1ccccc1F	-8.3*	23.8	10.2	29.5	3.0*	13.6	16.6	5.6*	18.8
O=[N+]([O-])c1ccc(Oc2cc(Cl)c(Cl)cc2Cl)c(C(F)(F)F)c1	95.3	122.7	111.4	100.5	91.7	100.9	105.5	105.1	89.4
O=C(NC1CCCCC1)c1ccc(Nc2ncnc3c2cnn3-c2ccccc2)cc1	43.7	x	48.7	36.9	73.4	88.5	72.9	70.2	-20.3*
Cc1noc(NS(=O)(=O)c2ccc(N)cc2)c1C	x	105.6	100.0	108.2	109.6	108.4	112.1	96.8	124.1
O=c1cc(CNc2cc(F)cc(F)c2)c2ccc(I)cc2[nH]1	-12.6*	64.6	49.8	46.9	30.9	24.1	19.1	9.0*	-9.6*
CC/C(=C(/c1ccc(Cl)cc1)c1ccc(OCCN2CCCC2)cc1)c1ccc(Cl)cc1	101.4	106.1	116.4	94.0	88.6	95.2	103.0	69.8	94.0
COc1cc(C=O)ccc1Oc1nc(Nc2ccc(F)cc2)nc(N(C)C)n1	42.8&92.9	75.6&107.8	68.2&87.6	66.9&73.2	82.7&65.5	68.5&99.3	50.4&94.4	69.2&104.8	58.3&47.7
COc1ncc(-c2ccc3nccc(C#CCCCCC(=O)O)c3c2)cc1NS(=O)(=O)c1ccc(F)cc1F	-9.1*	29.4	31.1	36.5	6.9*	41.6	50.7	16.1	-12.5*
C=C(C)[C@@H]1C[C@H](O)Cc2cc(Cl)cc(Cl)c2N1	94.5	105.4	102.5	101.8	103.8	106.7	105.3	x	87.4
CN1CCN(c2ccc(-c3cc4c(Nc5ccc(F)c(Cl)c5)ncnn4c3)cc2)CC1	50.5	53.8	103.0	69.2	84.8	13.8	25.2	7.1*	80.5
CC(C)(C)OC(=O)/C=C/c1cccc2c1C(=O)NC(C)(c1cc3cc(Cl)ccc3oc1=O)N2 (configuration not stated)	66.7	52.9	42.1	51.4	24.9	19.9	55.7	44.3	x
O=C(Cc1ccccc1Nc1c(Cl)cccc1Cl)N/N=C/c1sc(=S)n(-c2cccc(C(F)(F)F)c2)c1O	99.4	98.4	90.5	81.7	92.8	80.6	99.3	86.6	116.9
Clc1ccccc1CSc1cnnc2ccccc12	84.7	99.8	84.0	83.5	x	98.4	96.7	76.8	83.0
c1ccc2sc(SSN3CCOCC3)nc2c1	97.4	89.4	111.6	99.1	105.2	92.1	96.4	x	78.6
Nc1ccc2[nH]c3ccccc3c2c1	99.4	99.5	104.4	86.5	98.1	108.5	89.1	96.2	91.5
Cn1cnc2c1c(=O)n(CC(=O)Nc1ccc(S(N)(=O)=O)cc1)c(=O)n2C	100.5	93.1	103.9	111.3	103.2	103.3	101.6	91.5	90.0
C[C@]12CCC3c4ccc(O)cc4C[C@@H](CCCCCCCCCS(=O)CCCC(F)(F)C(F)(F)F)C3C1CC[C@@H]2O (some centres not stated)	86.4	87.0	89.8	97.1	42.8	80.4	97.1	72.1	64.4
COc1ccc(/C=C2\C=C(c3ccccc3)N(CCc3ccccc3)C2=O)cc1OC	42.1	73.3	43.3	55.2	26.8	64.0	56.0	38.6	-7.8*
O=C(O)c1ccc2c(c1)OCO2	99.2	120.6	99.0	103.5	89.1	103.6	106.3	112.7	90.2
COc1ccc(-c2nc3ccccc3n2CC(=O)N=Nc2c(O)[nH]c3ccc(Cl)cc23)cc1	75.4	108.9	88.4	84.7	104.7	79.8	103.1	49.3	51.2
COC(=O)C1=CN(C)C(c2ccccc2)C=C1 (configuration not stated)	100.8	103.4	103.3	106.6	99.3	99.1	101.7	106.8	92.6
COc1cc(CNC(=O)c2ccccc2Nc2ccnc(C(F)(F)F)c2)ccc1O	95.7	88.5	102.8	107.5	107.4	102.0	101.7	106.1	91.2
O=C(O)CN1C(=O)CCC1=O	99.0	110.2	108.0	99.8	99.1	103.6	113.5	90.6	95.3
Cc1cc(CN(CCO)CCO)c(O)c(CN(CCO)CCO)c1	95.1	100.0	91.7	74.1	102.5	94.5	97.0	101.6	90.7
O=c1c2cnn(-c3ccccc3)c2nc2n1NC(CCl)=NN2	97.4	106.5	102.8	102.0	101.8	107.3	108.2	109.7	104.3
CNc1nc(-c2ncccc2C)nc2sccc12	94.3	97.7	99.2	102.5	89.5	103.4	103.5	85.1	105.8
CCC(c1ccc(O)cc1)C(CC)c1ccc(O)cc1 (configuration not stated)	x	96.7	97.2	89.1	71.8	80.4	96.2	115.0	88.7
O=C(Nc1cc(C2=NCCN2)cc(C2=NCCN2)c1)c1ccc(C(=O)Nc2cc(C3=NCCN3)cc(C3=NCCN3)c2)cc1	109.3	111.6	102.9	109.1	102.9	105.8	112.0	100.3	86.9
COc1ccc(C(=O)/C=C/c2ccccc2Br)cc1S(N)(=O)=O	-74.9*	-65.6*	1.4*	14.2	-76.6*	-71.0*	-45.7*	-17.2*	34.1
C/C=C(\C)C1=C2CC[C@H](c3ccccc3)O[C@@H]2CCCN1S(=O)(=O)c1ccc(C)cc1	100.6	107.3	99.2	90.0	95.3	96.0	97.6	97.3	85.0
COc1ccc(CCN2C(CC(=O)c3ccccc3)CCCC2CC(=O)c2ccccc2)cc1OC (configuration not stated)	119.2	98.8	101.9	112.0	135.4	108.0	104.8	114.7	118.0
CCC(C)C(C)O (configuration not stated)	102.1	106.9	104.1	102.4	100.0	107.5	100.6	106.6	91.1
CC/C(=C(/c1ccc(Cl)cc1)c1ccc(OCCN)cc1)c1ccc(Cl)cc1	94.7	97.3	91.2	96.3	98.0	106.3	89.1	104.2	94.7
COc1ccc(OC)c(-n2cc(C#N)c(N)c2C(=O)c2ccc(C)cc2)c1	99.3	102.8	98.3	100.5	102.3	104.3	103.3	103.3	100.8
CC(=O)[C@H]1CC[C@H]2[C@@H]3CCC4=CC(=O)C=C[C@]4(C)[C@H]3CC[C@]12C	87.9	99.2	114.1	102.0	92.5	106.5	108.0	96.2	90.3

Quoted from the listing:
COc1ccc(CCN2C(CC(=O)c3ccccc3)CCCC2CC(=O)c2ccccc2)cc1OC (configuration not stated) – KM12 = 108.0
CC/C(=C(/c1ccc(Cl)cc1)c1ccc(OCCN)cc1)c1ccc(Cl)cc1 – SNB-19 = 91.2
COc1ccc(OC)c(-n2cc(C#N)c(N)c2C(=O)c2ccc(C)cc2)c1 – KM12 = 104.3

Full records, looked up by structure:
Entry for COc1ccc(OC)c(-n2cc(C#N)c(N)c2C(=O)c2ccc(C)cc2)c1 : SF-539: 99.3; HCC-2998: 102.8; SNB-19: 98.3; SF-268: 100.5; SF-295: 102.3; KM12: 104.3; SW-620: 103.3; HT29: 103.3; SNB-75: 100.8
Entry for COc1ccc(CCN2C(CC(=O)c3ccccc3)CCCC2CC(=O)c2ccccc2)cc1OC (configuration not stated) : SF-539: 119.2; HCC-2998: 98.8; SNB-19: 101.9; SF-268: 112.0; SF-295: 135.4; KM12: 108.0; SW-620: 104.8; HT29: 114.7; SNB-75: 118.0
Entry for CC/C(=C(/c1ccc(Cl)cc1)c1ccc(OCCN)cc1)c1ccc(Cl)cc1 : SF-539: 94.7; HCC-2998: 97.3; SNB-19: 91.2; SF-268: 96.3; SF-295: 98.0; KM12: 106.3; SW-620: 89.1; HT29: 104.2; SNB-75: 94.7
